Bioassay records deposited in PubChem BioAssay by National Center for Advancing Translational Sciences (NCATS).
KDM4E inh: blocks human JMJD2E demethylase activity; B2RXH2; JMJD2E catalytic domain, FDH-coupled NADH fluorescence (FDH is formaldehyde dehydrogenase); Potency, µM (highest dose often 57.1 µM), for the others: at the top dose activity change, negative = inhibition, usual class: inhibitors; 1.6% of 230,000 active; active means well fitted inhibition curve with a large enough effect, not every such curve was filed as active; inconclusive means small, poorly fitted or top-dose-only effect, or another doubt; inactive means no such curve, though single readings can be large or run the other way;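 further: 0% = wells with enzyme and -100% = buffer wells without enzyme; nearly all actives have a fitted effect of over 50% in size; many of its hits are not listed in these tables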
Target sequence (B2RXH2 1-337 limits assumed): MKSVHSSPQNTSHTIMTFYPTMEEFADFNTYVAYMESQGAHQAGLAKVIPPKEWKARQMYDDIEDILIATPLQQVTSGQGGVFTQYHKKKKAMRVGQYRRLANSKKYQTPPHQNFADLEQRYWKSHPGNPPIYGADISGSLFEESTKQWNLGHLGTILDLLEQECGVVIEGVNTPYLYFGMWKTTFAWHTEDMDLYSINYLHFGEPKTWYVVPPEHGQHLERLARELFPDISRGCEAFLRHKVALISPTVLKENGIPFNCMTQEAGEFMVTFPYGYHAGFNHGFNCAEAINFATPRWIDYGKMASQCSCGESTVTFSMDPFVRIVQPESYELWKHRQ
L3MBTL1 block: L3MBTL1 (human) inhibition. AlphaScreen L3MBTL1–H3K9me1 peptide binding. Potency, µM (doses to about 57.1 µM), for inactives: top-dose activity, negative = inhibition, most hits filed as inhibitors. 0.66% of 230,000 active. Q9Y468; further: nearly all actives have a fitted effect of over 60% in size
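First, the protein-peptide complex forms for 30 min at room temperature (L3MBTL1 50 nM, biotinylated H3K9me1 peptide 75 nM). Next, compounds are pin-transferred and incubated 30 min. Finally, AlphaScreen beads are added and read after 30 min.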
RECQ1 inh: inhibitors of human RECQ1 DNA helicase; RECQ1 DNA unwinding, red fluorescence kinetic read; Potency, µM (titrated, usually from 57.3 µM), for the others: at the highest dose activity, negative = inhibition, actives largely listed as inhibitors; 0.54% of 240,000 active; AID 2549;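 further: plate controls were vehicle for no effect and no enzyme for full effect; nearly all actives have a fitted effect of over 30% in size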
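50 nM RECQ1T1 preincubated 15 min with compound in Tris pH 8.0 buffer with MgCl2, DTT, Tween-20 and 2.5 ug/ml poly(dI-dC); started with 200 nM TAMRA/BHQ-2 forked duplex and 2 mM ATP. Unwinding read as fluorescence (525/598 nm), two reads 2 h apart.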
RGS12 GoLoco inh: inhibitors of human Gai1-RGS12 GoLoco interaction (red fluorophore); P63096; Gai1:RGS12 GoLoco peptide FP, rhodamine, 10 min; Potency, µM (top dose mostly 61.6 µM), inactives show at the top dose activity, negative = inhibition, usual class: inhibitors; 0.44% of 230,000 active; active means well fitted inhibition curve with a large enough effect, not every such curve was filed as active; inactive means no such curve, though single readings can be large or run the other way; further: nearly all actives have a fitted effect of over 30% in size; many of its hits are not listed in these tables
Target sequence (P63096 whole entry, looked up): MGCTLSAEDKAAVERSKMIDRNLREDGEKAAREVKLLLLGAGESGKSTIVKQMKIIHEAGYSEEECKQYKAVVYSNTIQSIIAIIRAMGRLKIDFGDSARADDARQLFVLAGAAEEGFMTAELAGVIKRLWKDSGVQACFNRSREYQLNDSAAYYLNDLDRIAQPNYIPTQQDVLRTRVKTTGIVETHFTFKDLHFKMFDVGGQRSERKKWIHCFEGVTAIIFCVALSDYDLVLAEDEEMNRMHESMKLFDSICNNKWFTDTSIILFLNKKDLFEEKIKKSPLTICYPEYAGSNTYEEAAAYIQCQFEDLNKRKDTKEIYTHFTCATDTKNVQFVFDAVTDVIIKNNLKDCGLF
Tau ThT inhib: inhibitors of human tau fibril formation, thioflavin T binding | P10636 | recombinant tau K18 P301L (four-repeat tau fragment), heparin-induced fibrillization, ThT fluorescence | Potency, µM (top dose mostly 57.4 µM), inactives show at the top dose activity, negative = inhibition, most hits filed as inhibitors | 2.1% of 270,000 active; further: nearly all actives have a fitted effect of over 55% in size
Target sequence (P10636 561-689 P618L limits assumed): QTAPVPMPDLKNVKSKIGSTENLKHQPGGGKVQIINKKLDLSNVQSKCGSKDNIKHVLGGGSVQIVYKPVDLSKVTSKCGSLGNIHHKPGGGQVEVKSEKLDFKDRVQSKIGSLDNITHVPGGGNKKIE
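In this qHTS, human K18 P301L tau is incubated with compound and heparin for 6 hr at 37 C, and Thioflavin T fluorescence then reports fibril load.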
Tau FP inhib: blocks human tau fibril formation measured by polarization. Potency, µM (titrated, usually from 57.7 µM), without a hit: top-dose activity, negative = inhibition, most hits filed as inhibitors. P10636. K18 P301L tau heparin fibrillization, Alexa594 FP, 6 h. 0.39% of 280,000 active; further: nearly all actives have a fitted effect of over 55% in size
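Compound effects on tau fibrillization are measured by Alexa 594 fluorescence polarization (ex 555, em 632 nm). K18 P301L tau is used at 15 uM with 0.24 uM labeled tracer, and 20 uM heparin induces aggregation over 6 hr at 37 C.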
TR SRC2 fluor cs: counter-screen for TRb-SRC2 inhibitors: fluorescence interference. TRb/SRC2 Texas Red total fluorescence interference. Potency, µM (titrated, usually from 106 µM), inactives show at the top dose fluorescence change, negative = quenching. 0.29% of 280,000 active. AID 1479; active means well fitted curve in either direction with a large enough effect; inconclusive means small, poorly fitted or top-dose-only effect
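Flags fluorescent or light-absorbing compounds by total fluorescence, S + 2P, at 555 nm excitation and 632 nm emission. Mixture: 20 nM Texas Red SRC2 peptide, 0.6 uM human TRb LBD, 1 uM T3, 5% DMSO; compound exposure 5 h at ambient temperature.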
TRb SRC2 PPI: disrupts binding of human TR beta to SRC2; AID 1469; Potency, µM (series often up to 106 µM), without a hit: top-dose activity change, negative = inhibition, usual class: inhibitors; 0.065% of 280,000 active; P10828; TRbeta-SRC2 peptide binding, fluorescence polarization; receptor liganded with 1 µM T3;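 further: plate controls were bound peptide for no effect and peptide without receptor for full effect; nearly all actives have a fitted effect of over 50% in size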
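TRb LBD 0.6 uM + Texas Red SRC2 peptide 20 nM, 1 uM T3, Tris buffer w/ 5% DMSO; compound pinned, 5 h RT; FP read ex 555/em 632; normalized to unbound and bound controls.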
* marks the source's active call; other numbers are inactive results; i = inactive; ? = inconclusive; . = not tested or not shown; & = joins results of further samples; [ ] = another dose, or the depositor's remark. Unless noted, the call rests on the fitted dose curve; in most records, active means well fitted curve in the direction sought with a large enough effect; inconclusive means small, poorly fitted or top-dose-only effect, or another doubt; inactive means no such curve, though single readings can be large; an effect the other way counts as inactive or inconclusive. Unless noted, on the % scale 0 is the no-effect control and ±100 the full control effect; potency means the concentration at half of the fitted maximal effect.

SMILES	KDM4E inh	L3MBTL1 block	RECQ1 inh	RGS12 GoLoco inh	Tau ThT inhib	Tau FP inhib	TR SRC2 fluor cs	TRb SRC2 PPI
O=C(c1cccnc1)n1nc(-c2ccco2)nc1NCc1cccs1	-2%	27%[11.4 µM]	i	-1%	10%	-5%	-10%	-6%
CCSc1nnc(Cc2cc(=O)[nH]c(=O)[nH]2)n1-c1cccc(C)c1	1%	.	-5%	0%	-3%	-2%	-3%	8%
Cc1nc(NC(C)C)c2cnn(CCc3ccccc3)c2n1	1%	.	-1%	11%	-3%	7%	-10%	-6%
O=C(NC1CCN(Cc2ccccc2)CC1)C1CCN(S(=O)(=O)c2cccc3cccnc23)CC1	-1%	-1%	0%	1%	8%	-4%	-7%	-2%
O=C(NCCCNC(=O)c1ccccn1)c1ccccn1	3%	5%[11.4 µM]	-12%	-1%	8%	3%	-2%	-4%
CC(=O)N(Cc1ccc(F)cc1)c1cccc(C)c1C	-5%	-2%	i	-3%	-7%	0%	-4%	-8%
CCN(CC)CCCNC(=O)C(C)n1nc(C)n2c(cc3occc32)c1=O (stereo not given)	.	.	.	.	-1%	2%	1%	-5%
CCC(=O)NNc1nc2c(Cl)cccc2s1	-12%	-2%	i	13%	-2%	0%	-3%	5%
Cc1noc(NC(=O)c2c(-c3c(Cl)cccc3Cl)noc2C)c1[N+](=O)[O-]	-8%	-5%	i	3%	6%	-6%	-1%	-6%
CN1C(=O)c2ccccc2C(C(=O)NCC2CCCO2)C1c1c[nH]c2ccccc12 (stereo not given)	13%	.	-2%	-3%	1%	-10%	-3%	-8%
O=C(N/N=C/c1ccc(OC2CSC2)cc1)c1ccc(CN2CCOCC2)cc1	?	-9%	i	7%	?	-4%	-1%	-1%
CN1C(=S)SC(/[N+]([O-])=C\c2ccco2)C1(C)C (stereo not given)	-13%	-5%	-4%	-4%	-1%	5%	-8%	-5%
COc1ccc(C2/C=C\CNCC(=O)N2Cc2ccc(F)cc2)cc1 (stereo not given)	-1%	.	i	13%	-4%	4%	-1%&0%	15%&-1%
COc1ccccc1CCNC(=O)C1CCN(c2nnc(C)c3c(C)n(-c4ccc(C)cc4)nc23)CC1	.	.	.	.	?	-10%	0%	-9%
CCc1cccc(Nc2cc(C)nc3nc(C)nn23)c1	-1%	?	-17%	9%	3%	4%	-2%	4%
c1ccc(Cn2ncc3ccccc32)cc1	-5%	.	?	9%	-5%	-2%	-2%	0%
COc1ccc(C2N3CC4(C)CN2CC(c2ccccc2)(C3)C4=O)cc1 (stereo not given)	.	.	.	.	-2%	?	-2%	-1%
Cc1ccc([C@H]2Nc3ccc(S(=O)(=O)Nc4cccc(Cl)c4C)cc3[C@H]3C=CC[C@H]32)cc1	.	.	.	.	13µM*	-8%	7%	15%
CCC1CCCCN1C(=O)Cn1c(=O)n(CCCCCC(=O)NCc2ccccc2Cl)c(=O)c2sccc21 (stereo not given)	.	.	.	.	-1%	11%	-16%	0%
Cc1ccc(CCNC(=O)C2CCN(S(=O)(=O)c3ccc4c(c3)CCC(=O)N4)CC2)cc1	-26%	2%	-4%	9%	-1%	-9%	-1%	8%
Cc1ccc(OCC(=O)NCC2CCCO2)c(C)c1 (stereo not given)	-6%	-2%	-7%	9%	-3%	?	-5%	-6%
Nc1cccc(-c2nc3ccccc3s2)c1	?	.	-2%	2%	?	8%	-4%	-3%
Cc1nc(NC(=S)NC(=O)c2ccccc2)sc1C(=O)N(C)C	-2%	.	i	2%	-21%	-8%	0%	-2%
O=C1CCN(C(=O)c2ccccc2)C2CCCCC12 (stereo not given)	-3%	.	i	7%	-3%	-4%	0%	3%
O=C(CC1C(=O)NCCN1Cc1ccc(F)cc1)NCCCn1cccn1 (stereo not given)	?	0%	i	-5%	-4%	5%	0%	0%
CCOC(=O)N1CCN(c2nc(-c3cccc(OC)c3)cc(C(F)(F)F)n2)CC1	?	0%	-5%	5%	?	5%	-1%	-5%
Clc1ccccc1Nc1c2c(nc3ncnn13)CCC2	6%	14%	5%	0%	-6%	2%	1%	-4%
CCCCOc1cccc(C(=O)Nc2sc3c(c2C(=O)OCC)CCCC3)c1	.	.	.	.	-2%	?	-1%	-10%
CCOc1ccc(NC(=O)CCNS(=O)(=O)c2ccc3c(c2)CCCC(=O)N3)cc1	.	.	.	.	-15%	-11%	-5%	5%
Nc1ccc(C(=O)Nc2cccc(N)c2)cc1	6%	7%	0%	9%	-14%	2%	-2%	-2%

Complete entries, quoted from the list:
Results for `Nc1ccc(C(=O)Nc2cccc(N)c2)cc1` = KDM4E inh = 6%; L3MBTL1 block = 7%; RECQ1 inh = 0%; RGS12 GoLoco inh = 9%; Tau ThT inhib = -14%; Tau FP inhib = 2%; TR SRC2 fluor cs = -2%; TRb SRC2 PPI = -2%
Results for `Nc1cccc(-c2nc3ccccc3s2)c1` = KDM4E inh = ?; L3MBTL1 block = .; RECQ1 inh = -2%; RGS12 GoLoco inh = 2%; Tau ThT inhib = ?; Tau FP inhib = 8%; TR SRC2 fluor cs = -4%; TRb SRC2 PPI = -3%
Results for `O=C(CC1C(=O)NCCN1Cc1ccc(F)cc1)NCCCn1cccn1` (stereo not given) = KDM4E inh = ?; L3MBTL1 block = 0%; RECQ1 inh = i; RGS12 GoLoco inh = -5%; Tau ThT inhib = -4%; Tau FP inhib = 5%; TR SRC2 fluor cs = 0%; TRb SRC2 PPI = 0%

New compounds follow:
SMILES	KDM4E inh	L3MBTL1 block	RECQ1 inh	RGS12 GoLoco inh	Tau ThT inhib	Tau FP inhib	TR SRC2 fluor cs	TRb SRC2 PPI
CCOc1ccc2[nH]c(=O)c(CN(Cc3cccs3)C(CC)c3nnnn3C(C)(C)CC)cc2c1 (stereo not given)	?	4%	-9%	-8%	-17%	-2%	-1%	-16%
CCOc1ccccc1NS(=O)(=O)c1cn(C)nc1C	20%	6%[11.4 µM]	-4%	13%	-3%	-8%	-4%	-2%
Cc1ccc(OCCSc2nc3ccccc3n2CC(=O)N2CCOCC2)c(C)c1	.	.	.	.	?	-2%	-1%	-6%
CCOC(=O)c1cnc2cc(-c3ccc(C(C)(C)C)cc3)nn2c1N	12%	6%	-5%	4%	?	-10%	-4%	1%
O=C(c1cccc(Cl)c1)N(Cc1cccc(F)c1)C1CCS(=O)(=O)C1 (stereo not given)	.	.	.	.	4%	-6%	5%	-4%
COc1ccc(OC)c(C(=O)c2ccc(C(=O)c3cc(OC)ccc3OC)cc2)c1	5%	.	i	-6%	?	-12%	0%	-1%
COc1ccc(-c2ccc(CNc3ccc4[nH]c(=O)[nH]c4c3)o2)cc1Cl	.	.	.	.	?	13%	-3%	-1%
CCCOc1ccc(N2C(=O)CC(N(CCc3ccc(OC)cc3)C(=O)c3ccccc3)C2=O)cc1 (stereo not given)	1%	3%	i	5%	?	-9%	-2%	2%
COc1ccccc1Nc1ccc(C(=O)O)cc1[N+](=O)[O-]	1%	.	-3%	-3%	?	4%	-8%	-4%
CCCN(CCC)C(=O)CSc1nc2ccccc2c(=O)n1CC1COc2ccccc2O1 (stereo not given)	-3%	-3%	-1%	3%	?	5%	-4%	-2%

Given with values under each structure: part of the list above.
Values run as follows: KDM4E inh	L3MBTL1 block	RECQ1 inh	RGS12 GoLoco inh	Tau ThT inhib	Tau FP inhib	TR SRC2 fluor cs	TRb SRC2 PPI
CCOc1ccccc1NS(=O)(=O)c1cn(C)nc1C
 : 20%	6%[11.4 µM]	-4%	13%	-3%	-8%	-4%	-2%
Cc1ccc(OCCSc2nc3ccccc3n2CC(=O)N2CCOCC2)c(C)c1
 : .	.	.	.	?	-2%	-1%	-6%
CCOC(=O)c1cnc2cc(-c3ccc(C(C)(C)C)cc3)nn2c1N
 : 12%	6%	-5%	4%	?	-10%	-4%	1%
O=C(c1cccc(Cl)c1)N(Cc1cccc(F)c1)C1CCS(=O)(=O)C1 (stereo not given)
 : .	.	.	.	4%	-6%	5%	-4%

Following part.
SMILES	KDM4E inh	L3MBTL1 block	RECQ1 inh	RGS12 GoLoco inh	Tau ThT inhib	Tau FP inhib	TR SRC2 fluor cs	TRb SRC2 PPI
Cc1cc(C)c2cc(CN(CCO)C(=O)NC3CCCCC3)c(=O)[nH]c2c1	?	.	-9%	8%	.	7%	-1%	-1%
C=C(C)C(=O)NNc1ccccc1	14µM*	8%	-24%	-167%	-6%	5%	2%	-13%
Cc1ccc2[nH]c(=O)c(CNS(=O)(=O)c3ccccc3)c(-c3ccccc3)c2c1	?	2%	-1%	1%	0%	7%	1%	3%
CCOC(=O)C1(Cc2cccc(F)c2)CCN(CC2CC2)CC1	-24%	-14%	i	5%	-3%	3%	2%	-3%
CCN(CC)c1ccc(S(=O)(=O)N2CCOCC2)cc1NC(=O)CN1CCc2ccccc2C1	1%	-19%	25%	3%	-8%	1%	-3%	-10%
COc1ccccc1N1CCN(C(=O)c2c(-c3ccccc3Cl)noc2C)CC1	4%	-2%	0%	7%	-11%	-10%	-1%	9%
COc1ccc(C(=O)NC(C(=O)NCC2CCCO2)C(C)C)cc1 (stereo not given)	4%	.	i	-4%	-3%	11%	-4%	2%
Cc1ccc(SC(C)C(=O)Nc2ccccc2C(=O)N2CCOCC2)cc1 (stereo not given)	5%	.	i	13%	-4%	-1%	-4%	-17%
Cc1c(-c2ccc(Br)cc2)[n+](=O)c2c(n1[O-])CCCC2	14%	-1%	4%	-2%	-4%	1%	-1%	-6%
COc1ccc(-c2csc(NC(=O)c3ccc(N4C(=O)CCC4=O)cc3)n2)cc1	?	0%	i	4%	0%	-6%	2%	4%
COC(=O)C1CCN(c2cc(=O)n(C3CCCCC3)c(=O)[nH]2)CC1	8%	9%	-11%	-5%	-4%	2%	-1%	-12%
COc1ccc(S(=O)(=O)Nc2ccc(S(=O)(=O)N3CCOCC3)cc2)cc1	1%	5%	-13%	-8%	-6%	-6%	6%	1%

An excerpt, so the mix of outcomes need not match the whole.
